High-throughput results as filed in PubChem BioAssay.
DRD3 agonist: qHTS of D3 Dopamine Receptor Agonist: qHTS | D3R DiscoveRx beta-arrestin cells, luminescence, 90 min | 0.58% of 410,000 active | max activation, % | AID 652048, 2013; in the data active means max activation above about 30%; further: 0% is about no effect; mostly tested at two doses, the higher about 12 µM
Target sequence (P35462 whole entry, looked up): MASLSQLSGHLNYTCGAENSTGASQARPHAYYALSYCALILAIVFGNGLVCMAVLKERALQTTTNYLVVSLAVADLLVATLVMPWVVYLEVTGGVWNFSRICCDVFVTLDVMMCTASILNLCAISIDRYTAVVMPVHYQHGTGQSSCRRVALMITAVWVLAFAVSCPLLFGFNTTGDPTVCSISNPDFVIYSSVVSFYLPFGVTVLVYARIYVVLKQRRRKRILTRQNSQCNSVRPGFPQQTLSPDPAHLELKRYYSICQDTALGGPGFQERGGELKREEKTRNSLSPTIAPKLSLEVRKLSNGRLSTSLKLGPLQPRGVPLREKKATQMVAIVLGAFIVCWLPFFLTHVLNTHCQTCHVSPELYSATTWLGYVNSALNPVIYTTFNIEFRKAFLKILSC
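Cells at 1500/well, incubated overnight, then treated with pinned compounds (dopamine as control) for 90 min at 37 degrees C. DiscoveRx reagent added for 30 - 60 minutes at room temperature; luminescence read.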
IL-1B inflam inh: qHTS for Inhibitors of Inflammasome Signaling: IL-1-beta AlphaLISA Primary Screen; THP-1 LPS/ATP IL-1B secretion, AlphaLISA, 16 h; hits give low values; activity change, % at 57.5 µM; 4.7% of 360,000 active; in the data active means activity change below about -50%; inconclusive means mostly about -30% to -49%; further: on the % scale 0 is the no-effect control and ±100 the full control effect
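Secreted IL-1B measured by AlphaLISA bead assay after 16 h compound exposure of THP-1 cells; compounds (final up to 57.5 uM) added 1 h before LPS (250 ng/mL) and ATP (1.25 mM) stimulation; lower signal means less secretion.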
SW480 rerep: A quantitative high throughput screen for small molecules that induce DNA re-replication in SW480 colon adenocarcinoma cells; SW480 DNA re-replication, Hoechst DNA content imaging, 48 h; Potency, µM (titrated, usually from 46.1 µM), without a hit: top-dose re-replication activation, usual class: activators; 1.8% of 340,000 active; AID 624297, 2012; further: potency means the concentration at half of the fitted maximal effect; % of control where 0% means no effect; nearly all actives have a fitted effect of over 55% in size
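Cells (250 per well) received 23 nL compound or DMSO by pin tool and were kept 48 hr at 37 C, 5% CO2. Nuclei were then stained with Hoechst for 40 min and scanned for DNA content.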
KB-3-1 cytotox: qHTS assay for MDR1-selective chemotherapeutics: Primary screen using the parental adenocarcinoma cell KB-3-1; 1.4% of 400,000 active; KB-3-1 viability, CellTiter-Glo ATP luminescence, 72 h; AID 1347075, 2019; Potency, µM (titrated, usually from 46.1 µM), without a hit: at the highest dose activity change, negative = cytotoxic, most hits filed as cytotoxic; further: potency means the concentration at half of the fitted maximal effect; on the % scale 0 is the no-effect control and ±100 the full control effect; nearly all actives have a fitted effect of over 60% in size
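Multi-concentration cytotoxicity screen in KB-3-1 cells grown in DMEM lacking phenol red with 10% FBS. After 72 h at 37 °C with compound, ATP-dependent luminescence was recorded.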
HT1080 IDH1KD tx: qHTS for induction of synthetic lethality in tumor cells producing 2HG: qHTS for the HT-1080-IDH1KD cell line | 2% of 360,000 active | HT-1080 IDH1 knockdown viability, ATP luminescence, 48 h | Potency, µM (series often up to 46.1 µM), without a hit: at the top dose activity, negative = toxicity, usual class: cytotoxic;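 further: potency means the concentration at half of the fitted maximal effect; 0% = DMSO wells and -100% = cell-free medium wells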
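Knockdown cells (IDH1KD HT-1080) received compounds 2 h after plating at 750 cells/well and were kept 48 h at 37 °C in 5% FBS RPMI. A CellTiter-Glo luminescence read gave % activity for curve fitting.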
KB-V1 cytotox: qHTS assay for MDR1-selective chemotherapeutics: Primary screen using the drug-selected MDR subline cells KB-V1; Potency, µM (top dose mostly 46.1 µM), without a hit: at the top dose activity change, negative = cytotoxicity, most hits filed as cytotoxic; KB-V1 MDR cells viability, CellTiter-Glo, 72 h; 3.4% of 400,000 active; further: potency means the concentration at half of the fitted maximal effect; on the % scale 0 is the no-effect control and ±100 the full control effect; nearly all actives have a fitted effect of over 60% in size
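Cytotoxicity toward P-gp-expressing KB-V1 cells was determined as loss of CellTiter-Glo luminescence after 72 h at 37 degrees C. Compounds were tested in quantitative HTS format across a concentration range, with curves fitted to normalized data.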
MCF10A rereplic: A quantitative high throughput screen for small molecules that induce DNA re-replication in MCF 10a normal breast cells; 2.9% of 350,000 active; MCF 10A DNA re-replication, Hoechst nuclear intensity, 48 h; Potency, µM (doses to about 46.1 µM), for inactives: at the highest dose activity, positive = re-replication, usual class: activators; AID 624296, 2012; further: potency means the concentration at half of the fitted maximal effect; % of control where 0% means no effect; nearly all actives have a fitted effect of over 50% in size
HT1080NT lethal: qHTS for induction of synthetic lethality in tumor cells producing 2HG: qHTS for the HT-1080-NT fibrosarcoma cell line | HT-1080-NT fibrosarcoma viability, CellTiter-Glo ATP luminescence, 48 h | Potency, µM (doses to about 46.1 µM), for inactives: at the highest dose activity, negative = less viability, usual class: cytotoxic | 1.6% of 360,000 active | AID 686970, 2013;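 further: NT is the 2HG producing partner of a matched IDH1 knockdown line; potency means the concentration at half of the fitted maximal effect; 0% = DMSO-treated cells and -100% = media-only wells without cells; nearly all actives have a fitted effect of over 55% in size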
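Luminescent CellTiter-Glo readout after 48 hours of compound exposure at 37 degrees C defined viability of HT-1080-NT cells. Activity was normalized to DMSO wells and cell-free media wells; concentration-response curves were fitted and assigned curve classes.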
GLP1R cytotox: qHTS of GLP-1 Receptor Inverse Agonists: Cytotox Screen. HEK293 cAMP-luciferase reporter cells, luminescence, 24 h. Potency, µM (doses to about 38.3 µM), without a hit: at the top dose activity change, negative = inhibition, usual class: inhibitors. 0.13% of 410,000 active;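 further: loss of luciferase light is scored as toxicity; potency means the concentration at half of the fitted maximal effect; on the % scale 0 is the no-effect control and ±100 the full control effect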
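Step one: seed cells (200 cells/uL, DMEM with 10% Nu serum, 1% pen-strep). Step two: 12-hour incubation at 37 deg C. Step three: pin 23 nL compound, incubate 24 hr. Step four: add luciferase reagent, read luminescence 12 min later.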
An asterisk follows results filed as active; ? = inconclusive; . = not tested or not shown; & = joins results of further samples; [ ] = dose if it differs, or a comment. Unless noted, the call rests on the fitted dose curve; in most records, active means well fitted curve in the direction sought with a large enough effect; inconclusive means small, poorly fitted or top-dose-only effect, or another doubt; inactive means no such curve, though single readings can be large; an effect the other way counts as inactive or inconclusive.

structure	DRD3 agonist	IL-1B inflam inh	SW480 rerep	KB-3-1 cytotox	HT1080 IDH1KD tx	KB-V1 cytotox	MCF10A rereplic	HT1080NT lethal	GLP1R cytotox
C=C(C)CN(CC)CCC(=O)Nc1ccc(OC)cc1OC	-33.2	6.8	-3.2%	2.7%	4.9%	?	0.9%	11.2%	4.2%
COCC1CCN(Cc2nc(COc3ccccc3)no2)C1 (configuration not stated)	-9.8	8.2	-27.1%[1.84 µM]	2.0%	3.5%	11.7%	6.0%	5.1%	-0.8%
O=C1CCc2cc(S(=O)(=O)Nc3ccccc3)ccc2N1	4.9	-0.9	5.0%	-23.9%	-2.1%	15.0%	-7.9%	6.1%	-14.8%
CN(C)/C=C(\C=O)c1ncc(C(F)(F)F)cc1Cl	1.2	22.3	-51.3%[inhibitor]	17.6%	3.5%	-2.4%	-37.3%[inhibitor]	-1.3%	-0.4%
CCOc1ccc(-n2c(Cc3cc(=O)[nH]c(=O)[nH]3)nnc2SCC)cc1	-2.8	-15.7	-4.2%	?	-0.6%	-7.5%	-0.7%	-5.1%	-15.1%
C#CCOCCOCCOCCNc1nc(N2CCN(C(=O)[C@H](CCC(=O)O)n3cc(CN)nn3)CC2)nc(N2CCN(C(=O)[C@H](CCCCN)n3cc([C@@H](N)CC(N)=O)nn3)CC2)n1	9.8	29.0	?	11.2%	-0.9%	-2.7%	3.5%	-1.2%	0.1%
CCOC(=O)c1ccc(N/C=C\C(=O)c2cccc(OC)c2)cc1	3.3	-13.6	7.1%	10.1%	-5.0%	-23.2%	?	-3.0%	-6.4%
COc1ccc(NC(=O)C2=C(C)C(=O)OC23CCC(C)CC3)cc1Cl (configuration not stated)	3.3	11.1	7.7%	-1.4%	-20.2%	-21.4%	15.2%	-1.5%	-6.6%
O=C(CNC(=O)c1cccs1)OCc1c(F)cccc1Cl	-0.9	4.9	0.8%	4.0%	17.9%	1.9%	11.0%	23.7%	16.1%
Cc1cc(C(=O)N2CCN(c3cc(Cl)ccc3C)CC2)c2c(C)nn(-c3ccccc3)c2n1	-8.1	.	.	0.1%	.	-17.4%	.	.	4.6%
CCC(C(=O)NCc1ccccc1)n1c(C2CCN(C(C)=O)CC2)nc2ccccc21 (configuration not stated)	-8.4	24.0	.	6.2%	-1.2%	-4.9%	.	-3.7%	-1.0%
COC(=O)CSc1nnc(CSc2nc(C)cc(C)n2)o1	2.6	-2.7	-16.9%	3.3%	27.4%	-1.7%	-2.0%	21.3%	7.8%
Cc1ccccc1-n1nc(C)c(N=O)c1N	1.2	-8.2	-26.2%	-0.9%	-7.0%	15.5%	-1.2%	8.4%	1.9%
O=C(CCc1ccccc1)N1CCN(c2ccc(F)cc2)CC1	5.5	6.3	-6.0%[1.84 µM]	-3.2%	8.2%	0.0%	-1.5%	10.6%	-2.9%
O=C(NCCc1c[nH]c2ccccc12)/C(=C\c1cccnc1)NC(=O)c1ccccc1F	7.5	7.9	-5.1%	-17.7%	4.4%	-1.0%	4.6%	-0.1%	-10.1%
CCS(=O)(=O)N1CCc2cc(C(=O)NC(C)c3ccccc3)ccc21 (configuration not stated)	-14.8	.	.	-3.3%	.	-3.5%	.	.	4.8%

Record cards, from the list above:
`CCOC(=O)c1ccc(N/C=C\C(=O)c2cccc(OC)c2)cc1` as listed: DRD3 agonist = 3.3; IL-1B inflam inh = -13.6; SW480 rerep = 7.1%; KB-3-1 cytotox = 10.1%; HT1080 IDH1KD tx = -5.0%; KB-V1 cytotox = -23.2%; MCF10A rereplic = ?; HT1080NT lethal = -3.0%; GLP1R cytotox = -6.4%
`Cc1cc(C(=O)N2CCN(c3cc(Cl)ccc3C)CC2)c2c(C)nn(-c3ccccc3)c2n1` as listed: DRD3 agonist = -8.1; IL-1B inflam inh = .; SW480 rerep = .; KB-3-1 cytotox = 0.1%; HT1080 IDH1KD tx = .; KB-V1 cytotox = -17.4%; MCF10A rereplic = .; HT1080NT lethal = .; GLP1R cytotox = 4.6%

Other entries follow:
structure	DRD3 agonist	IL-1B inflam inh	SW480 rerep	KB-3-1 cytotox	HT1080 IDH1KD tx	KB-V1 cytotox	MCF10A rereplic	HT1080NT lethal	GLP1R cytotox
CCn1nc(NC(=O)c2ccccn2)c2cc3cccc(C)c3nc21	9.0	16.1	?	7.2%	26.4%	-10.3%	11.6µM*	29.0%	18.9%
OC(c1cc(Cl)cc(Cl)c1)c1ncc(-c2ccccc2F)[nH]1 (configuration not stated)	-10.5	2.8	.	0.0%	?	-0.8%	.	?	3.9%
C=CCn1c(O)c(N=NC(=S)Nc2cccc(OC)c2)c2ccccc21	9.0	19.9	-0.7%	2.31µM*	-26.1%	?	-32.8%[inhibitor]	-15.4%	?
C=CCNc1nc(SC)nc2ccsc12	-6.3	4.1	-1.0%	-7.5%	-4.5%	9.9%	21.8%	1.7%	-0.3%
COc1ccc(OC)c(C2=C/C(=C/c3ccccn3)C(=O)O2)c1	-13.6	-10.3	3.3%	-0.6%	2.7%	-19.5%	3.3%	-11.2%	-2.2%
COc1cccc(N2CCN(C(=O)c3[nH]c(C)c(C(C)=O)c3C)CC2)c1	0.6	32.0	7.08µM*	6.31µM*	5.62µM*	5.62µM*	?	7.08µM*	?
CC(C)c1ccc(CN(C(=O)c2cccs2)C2CCS(=O)(=O)C2)cc1 (configuration not stated)	17.8	-9.5	.	-14.6%	-1.5%	?	.	-12.4%	4.3%
Cc1ccc2cc(CN(CCN(C)C)C(=S)Nc3ccccc3)c(=O)[nH]c2c1C	-5.7	-85.1*	?	?	-9.2%	-20.3%	-0.6%	-15.9%	7.9%
COC(=O)CCC(=O)COc1ccc(OC)cc1C#N	1.1	-1.3	-4.1%	17.6%	7.1%	0.0%	3.4%	2.3%	13.4%
COc1ccccc1N(CC(=O)NCCSCc1cccc(Cl)c1)S(C)(=O)=O	-6.9&8.5	27.1	7.5%	-20.7%&-15.4%	-8.9%	6.0%&-0.6%	-0.1%	-11.2%	-0.9%&0.8%
COC(=O)[C@@H]1C[C@@]2(O)[C@H](O)[C@H](O)[C@H](O)C[C@H]2N1C/C=C/c1ccccc1	28.2	9.0	1.7%	15.1%	0.5%	0.0%	20.2%	9.3%	0.4%
Cc1nn(CC(=O)N2CCCCC2)c(=O)c2cc3occc3n12	-11.7	.	.	-0.1%	.	-14.8%	.	.	-0.2%
CSCCC(NC(=O)c1ccco1)C(=O)N(C)CC(=O)Nc1c(Cl)cccc1Cl (configuration not stated)	1.0	-11.8	1.2%	2.0%	8.2%	?	0.0%	-2.9%	-2.6%
CC(=O)c1ccc(NC(=O)C2CCCN(C(=O)c3ccc(Cl)cc3)C2)cc1 (configuration not stated)	-2.0	13.0	-32.0%[inhibitor]	0.0%	-6.4%	-18.9%	0.1%	-4.6%	-0.1%
CS(=O)(=O)c1cccc(-c2nnc(NC(=O)c3ccc4ncsc4c3)o2)c1	0.0	2.5	-6.0%	-1.2%	10.6%	9.0%	2.9%	-0.4%	0.1%
CCSc1nnc(NC(=O)CSc2nccn2-c2cccc(C)c2C)s1	6.4	37.9	1.9%	-33.7%	-2.9%	20.6µM*	24.5%	-1.2%	-25.7%
Cc1ccc(-c2nnc(N3CCN(C(=O)c4cccs4)CC3)c3ccccc23)cc1	2.5	-7.9	-2.6%	?	-0.8%	-15.2%	-1.1%	-7.7%	-1.8%
Cc1nnc(N2CCN(C(=O)NC(C)C)CC2)c2nn(-c3ccccc3)c(C)c12	-9.6	.	.	-14.4%	.	6.7%	.	.	5.0%
COc1ccccc1C(=O)NC(CCSC)C(=O)NCC(c1ccco1)N(C)C (configuration not stated)	-5.6	16.7	4.0%	-0.5%	-1.3%	18.4µM*	-0.4%	-0.7%	-0.6%
O=C(C[C@H]1C/C=C\C[C@@H](Cc2ccc(F)cc2)C(=O)O[C@H](c2ccccc2)CNC1=O)NCCO	-5.7	-1.5	-26.7%	0.0%	1.8%	0.0%	-13.9%	-1.7%	15.4%
N#Cc1ccc(-c2csc(NC(=O)c3ccc(S(=O)(=O)N4CCc5ccccc5C4)cc3)n2)cc1	-10.2	3.3	1.3%	-16.6%	-3.7%	?	24.5%	-1.3%	-14.8%
N#CCSc1nnc(Nc2ccccc2)s1	7.2	26.9	-3.0%	-1.3%	0.9%	1.9%	1.1%	4.7%	2.9%
O=C(Nc1ccccc1C(=O)NC(Cc1c[nH]c2ccccc12)C(=O)O)c1ccccc1 (configuration not stated)	-9.1	31.8	-4.5%	-10.2%	-0.8%	-22.4%	?	3.8%	1.7%
Nc1cc(S(=O)(=O)N2CCCCC2)ccc1N1CCOCC1	-17.5	11.0	-7.2%[1.84 µM]	-2.1%	-2.0%	-4.8%	-32.1%[inhibitor]	-2.0%	-4.7%
CC(C)(C)CCN1CCC(CN2CCNC2=S)CC1	-12.3	7.6	.	-0.3%	-1.0%	?	.	3.2%	1.8%
CCC(=O)N1c2ccccc2NC2=C(C(=O)CC(c3ccco3)C2)C1c1ccco1 (configuration not stated)	1.8	8.8	-3.7%	8.9%	6.0%	0.0%	-4.7%	6.0%	-25.6%

The order is random; overall some 11% were active at least once.
